# Bioassay records (PubChem)
# PLCb3 inh: human PLC-beta3 inhibitors, primary screen, biochemical, fluorescence; actives 0.18% (n = 370,000); Purified PLC-beta3, fluorogenic substrate; inhibition, % at 12.2 µM; AID 720704, 2013; in the data active means inhibition above about 11%;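 further: 0% = median of compound wells on plate and 100% = full blocker control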
# Rev-erbA mod: modulators of Rev-erb alpha DNA binding, primary screen, biochemical, FITC-DNA, fluorescence polarization, uHTS; Nuclear receptor subfamily 1 group D member 1 (Homo sapiens), P20393; Rev-erbα–FITC-DNA binding, 90 min; activity, % at 10 µM; actives 0.79% (n = 370,000);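 active means activity above about 14%, limit read from the data; passing the limit was not always enough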;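 further: 0% = DMSO wells with 35 nM protein and 100% = DMSO wells with 750 nM protein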
# PLC-gamma1 inh: PLC-gamma1 enzyme inhibitors, primary screen, biochemical, fluorescence, purified enzyme. actives 0.84% (n = 370,000). fluorogenic substrate. 1-phosphatidylinositol 4,5-bisphosphate phosphodiesterase gamma-1 (Homo sapiens), P19174. inhibition, % at 12.2 µM; in the data active means inhibition above about 9.5%
# ASAP1 inh: inhibitors of human ASAP1 ArfGAP activity, primary screen, biochemical, fluorescence polarization. Arf-GAP with SH3 domain, ANK repeat and PH domain-containing protein 1 (Homo sapiens), …. ASAP1-stimulated ARF1 GTP hydrolysis, GDP FP detection. inhibition, % at 16.5 µM. actives 0.19% (n = 360,000); in the data active means inhibition above about 25%;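 further: 0% = vehicle with enzyme and substrate and 100% = no enzyme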
# Target sequence (Q9ULH1 325-724 limits assumed): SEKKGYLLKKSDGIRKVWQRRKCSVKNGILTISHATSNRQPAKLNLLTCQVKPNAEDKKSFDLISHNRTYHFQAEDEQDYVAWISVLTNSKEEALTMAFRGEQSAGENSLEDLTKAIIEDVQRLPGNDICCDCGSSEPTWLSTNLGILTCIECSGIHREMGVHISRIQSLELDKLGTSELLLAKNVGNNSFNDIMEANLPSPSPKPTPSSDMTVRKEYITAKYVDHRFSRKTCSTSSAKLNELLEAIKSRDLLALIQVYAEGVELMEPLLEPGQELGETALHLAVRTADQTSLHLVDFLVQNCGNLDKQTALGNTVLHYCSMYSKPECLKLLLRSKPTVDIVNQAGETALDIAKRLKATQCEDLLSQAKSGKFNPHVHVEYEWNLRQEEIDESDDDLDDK
# Tn7 DDE FP: inhibitors of Tn7 peptide binding to fibrin DD(E), primary screen, biochemical, fluorescence polarization, human fibrin, Tn7 probe | Fibrinogen beta chain (Homo sapiens), P02675 | FP displacement of FITC-Tn7 peptide from fibrin DD(E); 0% = median of compound wells per plate | inhibition, % at 8.3 µM | actives 0.13% (n = 370,000) | AID 720508, 2013;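 active means inhibition above the mean of compounds falling within the control limits plus 3 SD of them, cut at about 14% in these data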;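 further: 0% = plate median of compound wells and 100% = 10 µM Aha-Tn7 peptide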
#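 Assay system: Human clot-derived fibrin DD(E) complex | Buffer or medium: Tris/NaCl/CaCl2 buffer, pH 7.8 | Repeats: One replicate per compound | Benchmarks: Aha-Tn7 high control | Measure: % inhibition scaled between sample-field median and high-control FP | Schedule: 10 min plus 3 h, room temperature | Signal: Fluorescence polarization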
# ARFGAP1 inh: inhibitors of rat ARFGAP1 GAP activity, primary screen, biochemical, fluorescence polarization, GDP tracer; ADP-ribosylation factor GTPase-activating protein 1 (Rattus norvegicus), Q62848; Arfgap1-stimulated ARF1 GTP hydrolysis, GDP FP detection; inhibition, % at 16.5 µM; actives 0.26% (n = 360,000); AID 651572, 2012;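 active means inhibition above a per-plate limit, mean inhibition of low control wells plus 3 SD, cut at about 25% in these data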;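 further: 0% = DMSO wells with enzyme and 100% = wells lacking Arfgap1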
# Target sequence (Q62848 1-136 limits assumed): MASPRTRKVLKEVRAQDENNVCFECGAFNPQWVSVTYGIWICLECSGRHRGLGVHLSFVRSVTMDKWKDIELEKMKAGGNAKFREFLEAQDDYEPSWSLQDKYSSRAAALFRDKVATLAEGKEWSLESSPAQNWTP
#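 System: truncated rat Arfgap1 GAP domain / Medium: HEPES-based buffer, pH 7.5 / Also added: N-terminally truncated human ARF1-GTP substrate / Incubation: enzyme reaction 120 min at 25 °C after 20 min preincubation / Measured by: FP of antibody-bound GDP Alexa 633 tracer, ex 620/em 688 nm / Replicates: singlicate, each compound tested once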
# UHRF1 binding: UHRF1 methylated DNA binding inhibitors, primary screen, counter-screen for MBD2 inhibitor project, biochemical, TR-FRET, human UHRF1, single concentration | E3 ubiquitin-protein ligase UHRF1 (Homo sapiens), Q96T88 | UHRF1 binding to methylated oligo | inhibition, % at 4.4 µM | actives 0.75% (n = 370,000) | AID 687016, 2013; in the data active means inhibition above about 21%;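 further: UHRF1 SRA domain binding a hemimethylated CpG hairpin DNA probe; 0% = median of test compound wells and 100% = reference inhibitor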
# DDE Tn6 FP inh: inhibitors of Tn6 peptide binding to fibrin DD(E), primary screen, biochemical, fluorescence polarization, human fibrin, Tn6 probe; Fibrinogen beta chain (Homo sapiens), P02675; Fibrin DD(E) TRITC-Tn6 fluorescence polarization displacement; inhibition, % at 8.3 µM; actives 0.21% (n = 370,000);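 active means inhibition above a per-campaign cutoff: mean of compounds within control limits plus 3 SD, cut at about 15% in these data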;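 further: 0% = median of all compound wells on the plate and 100% = blocking peptide control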
# proKLK7 act: proKLK7 zymogen activators, primary screen, biochemical, fluorescence intensity. activation, % at 7 µM. actives 0.9% (n = 370,000). purified proKLK7, EDANS-DABCYL substrate fluorescence; 100% is mature enzyme control, 0% vehicle. Kallikrein-7 (Homo sapiens), P49862. AID 652039, 2013;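 active means activation above the mean of all tested compounds plus 3 SD, computed per campaign excluding outliers beyond control limits, cut at about 13% in these data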
# Target sequence (P49862 whole entry, looked up): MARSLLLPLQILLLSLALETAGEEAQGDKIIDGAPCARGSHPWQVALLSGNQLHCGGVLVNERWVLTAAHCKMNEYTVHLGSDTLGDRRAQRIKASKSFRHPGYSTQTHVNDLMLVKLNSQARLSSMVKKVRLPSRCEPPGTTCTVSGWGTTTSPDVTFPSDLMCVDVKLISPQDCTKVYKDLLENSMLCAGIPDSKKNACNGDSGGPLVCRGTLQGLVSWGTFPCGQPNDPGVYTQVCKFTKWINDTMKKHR
# HGIII-sPLA2 inh: human group III sPLA2 inhibitors, primary screen, biochemical, QFRET, BODIPY PC-A2 liposome substrate; inhibition, % at 12.2 µM; Group 3 secretory phospholipase A2 (Homo sapiens), Q9NZ20; QFRET BODIPY PC-A2 liposome hydrolysis, fluorescence; actives 0.56% (n = 370,000);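 active means inhibition above mean plus 3 SD of compounds lying within the high and low control bounds, cut at about 19% in these data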;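 further: 0% = median of test compound wells and 100% = no enzyme DMSO wells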
# Numbers without * were called inactive; nt = no result given.
cpd	SMILES	PLCb3 inh	Rev-erbA mod	PLC-gamma1 inh	ASAP1 inh	Tn7 DDE FP
1	O=C(C1CC(c2ccccc2O)=NO1)N1CCCC1 (stereo not drawn)	3	-5	0	2	-10
2	Cc1cc(=O)n2[nH]c(-c3cccc(Cl)c3)cc2n1	-16	7	-7	-13	3
3	c1ccc(CCNCCOc2ccccc2)cc1	-8	0	5	-1	6
4	O=S1(=O)CCC(N2CCOCC2)C1 (stereo not drawn)	0	2	-1	3	3
5	O=C(COc1ccccc1Cl)Nc1ccc2[nH]c(=O)[nH]c2c1	-2	-5	3	6	5
6	Cc1ccc(C(=O)C2CCN(CC(=O)N3CCCC3)CC2)cc1	2	-1	5	nt	3
7	COCCNc1ncnc2c1ncn2[C@H]1CN(Cc2ccncc2)C[C@@H](CO)O1	0	-3	-4	4	-3
8	Cc1ccc2c(c1)N(C(=O)CCC(=O)N1CCc3ccccc3C1)CCO2	1	6	3	12	-1

cpd	ARFGAP1 inh	UHRF1 binding	DDE Tn6 FP inh	proKLK7 act	HGIII-sPLA2 inh
1	4	-2	3	-0.6	-5
2	-2	-1	1	-9.3	-12
3	8	3	-8	-0.9	4
4	-9	2	3	-0.5	1
5	-5	-2	-10	-0.1	-5
6	nt	5	-2	0.2	4
7	-6	2	-2	-0.6	14
8	3	3	-2	0.3	-3

# More results
cpd	SMILES	PLCb3 inh	Rev-erbA mod	PLC-gamma1 inh	ASAP1 inh	Tn7 DDE FP
9	Cc1cc(NCCCN(C)C)n2nc(-c3cccs3)cc2n1	-24	-3	-17	15	-1
10	O=C1C2ON(c3ccccc3)C(c3cccnc3)C2C(=O)N1Cc1ccccc1 (stereo not drawn)	0	7	4	-5	-3
11	CCc1ccc(C(=O)COC(=O)c2cccs2)cc1	3	-4	0	-16	4
12	COc1ccc(C(=O)N2CCN(c3ccc(NC(=O)c4cccnc4)cc3)CC2)cc1	-2	-1	7	15	4
13	Cc1nn(CC(=O)NCC2CCCO2)c(=O)c2ccccc12 (stereo not drawn)	-1	3	-1	-8	7
14	Cc1cc(-c2ccc(C(C)C)c(S(=O)(=O)N3CCOc4ccccc43)c2)on1	-8	0	1	-4	-3
15	Cn1nc([N+](=O)[O-])nc1Sc1cccc2cccnc12	0	-1	1	3	1
16	O=C1CC(c2ccccc2)CC(O)=C1C=NCCN1CCN(C(=O)Nc2ccccc2)CC1 (stereo not drawn)	0	0	-1	5	0

cpd	ARFGAP1 inh	UHRF1 binding	DDE Tn6 FP inh	proKLK7 act	HGIII-sPLA2 inh
9	16	3	-3	2.2	3
10	2	-2	0	-0.7	-3
11	-10	-4	6	-0.1	-8
12	3	2	-8	-0.7	1
13	8	2	-4	-0.6	6
14	-1	0	3	-0.4	0
15	-6	-16	-2	-0.2	4
16	4	0	-1	0.7	1

# Following part.
cpd	SMILES	PLCb3 inh	Rev-erbA mod	PLC-gamma1 inh	ASAP1 inh	Tn7 DDE FP
17	CC1CCc2c(sc(NC(=O)c3c([N+](=O)[O-])cnn3C)c2C(N)=O)C1 (stereo not drawn)	-4	-10	-3	5	0
18	COc1cc(CCC(=O)OCC(=O)N2CC(=O)Nc3ccccc32)cc(OC)c1OC	5	-1	1	-10	-6
19	CCN(C(=O)CN1C(=O)S/C(=C\C=C\c2ccccc2)C1=O)C1CCS(=O)(=O)C1 (stereo not drawn)	-13	8	-3	6	-4
20	NC(=O)c1ccccc1NS(=O)(=O)c1ccc(S(=O)(=O)N2CCCC2)cc1	-11	0	-3	1	2
21	CCN(CC)c1ccc(N)cc1S(=O)(=O)Nc1ccc(OC)cc1	-10	-3	1	2	6
22	O=C(CSc1ccc(-c2nc3ccccc3[nH]2)cn1)Nc1ccc(S(=O)(=O)NC2CC2)cc1	-18	4	-11	1	-4
23	CN(C)/C=C(\C#N)c1nc2ccccc2[nH]1	-1	-7	0	9	5
24	Cc1ccccc1NCC(=O)N/N=C\c1ccc2c(c1)OCO2	2	-1	0	9	9

cpd	ARFGAP1 inh	UHRF1 binding	DDE Tn6 FP inh	proKLK7 act	HGIII-sPLA2 inh
17	-8	2	4	-0.6	10
18	-3	-1	2	-0.4	-5
19	1	2	5	0.6	-5
20	2	3	-4	-1.4	0
21	-12	3	-7	-0.3	3
22	17	0	182*	-2.5	-28
23	3	4	2	0.4	1
24	-11	3	-3	-0.5	3

# One compound at a time (already shown):
# `CC1CCc2c(sc(NC(=O)c3c([N+](=O)[O-])cnn3C)c2C(N)=O)C1` (stereo not drawn) as listed: PLCb3 inh: -4; Rev-erbA mod: -10; PLC-gamma1 inh: -3; ASAP1 inh: 5; Tn7 DDE FP: 0; ARFGAP1 inh: -8; UHRF1 binding: 2; DDE Tn6 FP inh: 4; proKLK7 act: -0.6; HGIII-sPLA2 inh: 10
# `O=C(CSc1ccc(-c2nc3ccccc3[nH]2)cn1)Nc1ccc(S(=O)(=O)NC2CC2)cc1` as listed: PLCb3 inh: -18; Rev-erbA mod: 4; PLC-gamma1 inh: -11; ASAP1 inh: 1; Tn7 DDE FP: -4; ARFGAP1 inh: 17; UHRF1 binding: 0; DDE Tn6 FP inh: 182*; proKLK7 act: -2.5; HGIII-sPLA2 inh: -28

# (list continues)
cpd	SMILES	PLCb3 inh	Rev-erbA mod	PLC-gamma1 inh	ASAP1 inh	Tn7 DDE FP
25	COc1ccccc1-c1nc2ccccc2nc1-c1ccccc1	-75	0	-69	-4	-8
26	O=C(Cn1ccc([N+](=O)[O-])n1)Nc1nccs1	8	-1	9.6*	5	-6
27	COc1ccc(/C=N/NC(=O)CNS(=O)(=O)c2ccc(C)cc2)cc1	3	-3	1	-8	4
28	COc1ccccc1CCCNC(=O)C1CCC(=O)N(Cc2ccccc2F)C1 (stereo not drawn)	-5	-5	2	5	-6
29	Cc1cc(=O)[nH]c2nc3ccccc3n12	-88	3	-62	10	-3
30	COCCCNC(=O)c1cn(CC(C)C)c(=O)c2c1c1ccccc1n2C	-279	3	-220	1	-3
31	COc1ccc(Cl)cc1Nc1nc(C)cc(C)c1C(N)=O	-4	-1	-2	4	2
32	COCc1cn(-c2cccc(-c3noc4c3C(=O)N(CC(=O)N3CCOCC3)CC4)c2)nn1	0	-1	0	nt	1

cpd	ARFGAP1 inh	UHRF1 binding	DDE Tn6 FP inh	proKLK7 act	HGIII-sPLA2 inh
25	5	1	-8	0.7	2
26	-3	3	5	0.2	4
27	-5	-4	1	0.3	-3
28	4	2	-10	0.3	6
29	-7	4	1	-57	5
30	-14	-1	-1	-13	-2
31	4	4	-6	0.2	6
32	nt	0	-2	-0.1	1

# More compounds:
cpd	SMILES	PLCb3 inh	Rev-erbA mod	PLC-gamma1 inh	ASAP1 inh	Tn7 DDE FP
33	O=C(NCCc1ccccc1)C(=O)NCC1(c2ccccc2)CCCC1	0	-1	2	6	-3
34	Cc1cc(C)cc(CC2CC(=O)N(c3cc(C)on3)C2=O)c1 (stereo not drawn)	-1	-1	1	1	-3
35	O=C(c1ccc(N2C(=O)C3CC=C(Cl)CC3C2=O)cc1)N1CCOCC1 (stereo not drawn)	1	5	1	4	0
36	CC(C)OCCCNC(=O)[C@H]1N2C(=O)c3ccccc3C2SC1(C)C (stereo partly drawn)	0	3	0	1	0
37	Brc1ccc(Br)c2cnccc12	0	18	1	6	5
38	CC(C)=NNc1nc2c(c(=O)[nH]c(=O)n2C)n1CCCc1ccccc1	-17	2	-8	-2	-3
39	Cn1cccc1-c1cc(C(=O)N/N=C/c2ccc([N+](=O)[O-])cc2)[nH]n1	-3	-1	4	0	1
40	Nn1c(SCC(=O)Nc2ccc(S(N)(=O)=O)cc2)nnc1-c1n[nH]c2c1CCC2	6	-5	3	nt	1

cpd	ARFGAP1 inh	UHRF1 binding	DDE Tn6 FP inh	proKLK7 act	HGIII-sPLA2 inh
33	3	-3	-3	0.6	5
34	7	0	-1	0.3	6
35	5	3	-1	0.2	1
36	-11	1	1	-0.5	6
37	-12	0	-4	-0.7	14
38	10	18	-7	0.8	6
39	-1	-2	2	-0.1	-13
40	nt	1	9	-0.5	9

# Reprinted, entries 31 to 40
cpd	SMILES	PLCb3 inh	Rev-erbA mod	PLC-gamma1 inh	ASAP1 inh	Tn7 DDE FP
31	COc1ccc(Cl)cc1Nc1nc(C)cc(C)c1C(N)=O	-4	-1	-2	4	2
32	COCc1cn(-c2cccc(-c3noc4c3C(=O)N(CC(=O)N3CCOCC3)CC4)c2)nn1	0	-1	0	nt	1
33	O=C(NCCc1ccccc1)C(=O)NCC1(c2ccccc2)CCCC1	0	-1	2	6	-3
34	Cc1cc(C)cc(CC2CC(=O)N(c3cc(C)on3)C2=O)c1 (stereo not drawn)	-1	-1	1	1	-3
35	O=C(c1ccc(N2C(=O)C3CC=C(Cl)CC3C2=O)cc1)N1CCOCC1 (stereo not drawn)	1	5	1	4	0
36	CC(C)OCCCNC(=O)[C@H]1N2C(=O)c3ccccc3C2SC1(C)C (stereo partly drawn)	0	3	0	1	0
37	Brc1ccc(Br)c2cnccc12	0	18	1	6	5
38	CC(C)=NNc1nc2c(c(=O)[nH]c(=O)n2C)n1CCCc1ccccc1	-17	2	-8	-2	-3
39	Cn1cccc1-c1cc(C(=O)N/N=C/c2ccc([N+](=O)[O-])cc2)[nH]n1	-3	-1	4	0	1
40	Nn1c(SCC(=O)Nc2ccc(S(N)(=O)=O)cc2)nnc1-c1n[nH]c2c1CCC2	6	-5	3	nt	1

cpd	ARFGAP1 inh	UHRF1 binding	DDE Tn6 FP inh	proKLK7 act	HGIII-sPLA2 inh
31	4	4	-6	0.2	6
32	nt	0	-2	-0.1	1
33	3	-3	-3	0.6	5
34	7	0	-1	0.3	6
35	5	3	-1	0.2	1
36	-11	1	1	-0.5	6
37	-12	0	-4	-0.7	14
38	10	18	-7	0.8	6
39	-1	-2	2	-0.1	-13
40	nt	1	9	-0.5	9
